# Compound activity from PubChem BioAssay.
# Mtb FBA inh – Mtb fructose-bisphosphate aldolase inhibition; purified M. tuberculosis FBA, fluorescence read-out; inhibition, % at 1 µM; 360,000 tested, 2.3% active; AID 588726; in the data active means inhibition above about 27%;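 further: 0% = vehicle and 100% = reference inhibitor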
# Target sequence (P9WQA3 whole entry, looked up): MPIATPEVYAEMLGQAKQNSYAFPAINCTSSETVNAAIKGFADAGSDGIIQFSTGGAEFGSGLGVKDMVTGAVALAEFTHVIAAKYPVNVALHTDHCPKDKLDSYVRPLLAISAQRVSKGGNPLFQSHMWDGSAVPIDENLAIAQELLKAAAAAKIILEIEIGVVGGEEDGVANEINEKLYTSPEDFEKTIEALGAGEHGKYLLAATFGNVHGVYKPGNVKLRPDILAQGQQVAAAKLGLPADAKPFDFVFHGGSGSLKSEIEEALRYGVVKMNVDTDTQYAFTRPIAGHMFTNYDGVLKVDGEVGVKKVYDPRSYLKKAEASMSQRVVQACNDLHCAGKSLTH
# Mtb BioA inh – inhibitors of Mycobacterium tuberculosis BioA enzyme; purified M. tuberculosis BioA enzyme, plate reader; inhibition, % at 9.99 µM; AID 602481; 360,000 tested, 0.096% active; in the data active means inhibition above about 40%; inconclusive means no clear call, values can overlap the other calls
# BoNT F protease – BoNT F light chain protease inhibition. Multiplex microsphere protease cleavage assay, flow cytometry. inhibition, % at 10 µM. 360,000 tested, 0.22% active. AID 588497; in the data active means inhibition above about 35%, passing the limit was not always enough; inconclusive means no clear call, values can overlap the other calls; further: plate controls were buffer without enzyme for full effect and enzyme alone for no effect
# PfHsp40 yeast – restores yeast growth despite PfHsp40 toxicity; S. cerevisiae expressing PfHsp40, growth rescue, ATP luminescence; growth rescue, % at 12.5 µM; 340,000 tested, 0.68% active; AID 504582; in the data active means growth rescue above about 28%, passing the limit was not always enough; inconclusive means no clear call, values can overlap the other calls;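 further: yeast W303a lacking pdr1 and pdr3 grown in galactose medium; growth measured after three days at 30 °C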
# BoNT A protease – inhibitors of Botulinum neurotoxin A light chain protease; inhibition, % at 10 µM; multiplex microsphere protease substrate cleavage, flow cytometry; 360,000 tested, 0.17% active; further: plate controls were buffer without enzyme for full effect and enzyme alone for no effect
# Anthrax LF inh2 – blocks Bacillus anthracis lethal factor protease. P15917. multiplex microsphere protease cleavage assay, LF. inhibition, % at 10 µM. 360,000 tested, 0.12% active. AID 588501; further: plate controls were buffer without enzyme for full effect and enzyme alone for no effect
# FadD28 binding – blocks FadD28 binding to the bisubstrate probe; fluorescence polarization; inhibition, % at 12.5 µM; 360,000 tested, 0.22% active; AID 588549; in the data active means inhibition above about 8.5%, passing the limit was not always enough; inconclusive means no clear call, values can overlap the other calls
# Mtb UGM inh – Mtb UDP-galactopyranose mutase inhibition. P9WIQ1. purified UGM, fluorescence polarization probe displacement. inhibition, % at 10 µM. 320,000 tested, 0.06% active; in the data active means inhibition above about 10%, passing the limit was not always enough; inconclusive means no clear call, values can overlap the other calls
# Target sequence (P9WIQ1 whole entry, looked up): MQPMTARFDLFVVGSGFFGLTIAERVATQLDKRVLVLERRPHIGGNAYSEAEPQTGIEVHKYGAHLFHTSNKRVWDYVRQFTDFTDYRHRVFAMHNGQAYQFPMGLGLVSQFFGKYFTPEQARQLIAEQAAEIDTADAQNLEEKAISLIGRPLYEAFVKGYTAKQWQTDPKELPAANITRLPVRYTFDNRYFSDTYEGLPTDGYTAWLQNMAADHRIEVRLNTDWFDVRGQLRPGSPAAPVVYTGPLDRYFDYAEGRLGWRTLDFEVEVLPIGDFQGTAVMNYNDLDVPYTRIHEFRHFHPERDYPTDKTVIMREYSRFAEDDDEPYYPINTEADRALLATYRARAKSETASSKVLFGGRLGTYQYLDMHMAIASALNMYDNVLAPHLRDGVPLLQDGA
# GDH-TPI inh – GDH-TPI coupled enzyme inhibition counter-screen. 360,000 tested, 1.2% active. GDH-TPI coupled enzyme counterscreen, NADH absorbance. inhibition, % at 4.8 µM; in the data active means inhibition above about 30%;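 further: 0% = DMSO wells and 100% = wells lacking the enzyme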
# An asterisk follows results filed as active; ? = inconclusive; nt = no result given; & = joins results of further samples. Unless noted, no stated cut-off is given here; in the data, active means inhibition above about 30%; inconclusive means no clear call, values can overlap the other calls; inactive means below that.
no.	compound	Mtb FBA inh	Mtb BioA inh	BoNT F protease	PfHsp40 yeast	BoNT A protease	Anthrax LF inh2	FadD28 binding	Mtb UGM inh	GDH-TPI inh
1	O=C(O)CCCCCNC(=O)/C=C/c1ccco1	1	-0.5	-1	0.6	-0.2	-4	-1.7	2.4	4
2	COc1ccc2c(c1)c(C(C)=O)c(C)n2-c1ccccc1	-4	-1.1	11	0.5	1.1	4	-4.1	-0.1	-7
3	COc1ccc(N2C(=O)CC(N3CCC(O)(c4cccc(C(F)(F)F)c4)CC3)C2=O)cc1 (stereo unspecified)	3	1.1	-2	0.0	0.6	2	-4.7	-2.0	-4
4	COc1ccc(Nc2nc3ccccc3nc2NS(=O)(=O)c2ccc(NC(C)=O)cc2)cc1	1	nt	-9	0.4	-0.8	-6	5.5	1.5	22
5	O=C(c1ccc(S(=O)(=O)Nc2ccccc2)cc1)N1CCOCC1	1	0.3	-18	0.2	-1.0	1	-3.6	-2.1	-1
6	COc1cccc(CN2CCNC(=O)C2CC(=O)NCCCn2ccnc2)c1 (stereo unspecified)	4	-0.1	0	0.9	-0.3	-3	-3.8	2.1	3
7	CC(C)CCc1noc(CN(C)CC2CCN(Cc3ccccc3)CC2)n1	-1	-0.1	-4	0.5	-0.2	-3	0.3	-0.3	-3
8	CCC(=O)c1ccc(OCC(=O)OCC(=O)NC2CCCC2)cc1	2	nt	-9	0.9	-0.8	-4	-1.7	-2.5	-10
9	COC(=O)CSc1nnc(-c2ccoc2C)n1-c1ccc(C)cc1	2	15	-8	-1.1	0.2	-2	-0.7	2.8	10
10	NC(N)=NN=C1CCCCCCCCCCC1	1	0.9	?	0.0	-1.5	-4	-1.8	-4.4	-12
11	O=C(NC(=S)NCCc1ccccc1)c1ccco1	3	-8.2	-4	0.2	-0.8	-3	1.0	-0.5	11
12	CCOCCCNS(=O)(=O)c1ccc(NC(=O)c2ccccc2)cc1	4	-0.3	-14	-0.1	-1.7	-1	-2.8	1.3	-2
13	O=C(O)C1(c2ccccc2)CCN(S(=O)(=O)c2cccc(Cl)c2)CC1	1	2.1	-14	-0.6	-3.7	2	-2.0	0.1	5
14	Cc1ccc2c(COC(=O)c3c(C)noc3C)cc(=O)oc2c1	-1	3.0	2	-0.4	-0.7	4	-2.5	-2.5	20
15	COc1cc(C(=O)Nc2ccc(S(=O)(=O)Nc3cc(C)nc(C)n3)cc2)cc(OC)c1OC	2	-4.6	-4	-0.4	0.2	-7	0.0	4.3	3
16	C[C@@H]1CN([C@H](C)CO)C(=O)c2cc(Br)cnc2O[C@H]1CN(C)C	1	-2.6&-1.3	-2	nt	-0.5	-5	0.3	nt	3
17	Cc1ccnc(NC(=S)NC(=O)c2cncc(Br)c2)c1	1	nt	1	1.0	0.5	-1	-2.3	4.8	0
18	COc1ccc(C)cc1NC(=O)CC(NC(C)=O)c1ccccc1 (stereo unspecified)	-2	nt	-1	-0.9	0.1	-4	-1.3	-1.8	-6
19	CSc1nc(S(=O)(=O)c2ccccc2)c(Cl)s1	-2	nt	-4	0.0	0.0	-1	-1.5	-0.3	0
20	Cc1cccc(C(C)C)c1NC(=O)c1c(-c2ccccc2)noc1C	3	-1.5	2	-0.5	-1.2	-2	-1.0	-5.6	4
21	COc1ccc(NC(=O)C2CCCN2S(=O)(=O)c2ccc3c(c2)CCC(=O)N3)c(OC)c1 (stereo unspecified)	4	-2.7	-15	-0.5	0.6	-8	-1.1	3.4	4
22	Cc1cccc(NC(=O)CCN2CC(C)OC(C)C2)c1 (stereo unspecified)	3	-1.7	-15	-1.3	-1.1	-2	-1.4	3.1	1
23	COc1ccc(/C=N/N=C2/NC(=O)C(CC(=O)O)S2)cc1OCc1ccc(Cl)cc1 (stereo unspecified)	-4	-0.7	-3	-0.4	-0.8	-3	-2.3	2.0	57*
24	Cc1ccc(CN2CCN(/N=C/c3cccn3C)CC2)c(C)c1	-7	nt	-7	-1.6	-1.4	-2	-1.3	-1.4	5
25	Oc1ccc2ccccc2c1CN1CC=C(c2ccccc2)CC1	1	nt	-2	-0.5	-0.5	-3	-2.0	1.6	-3
26	CCOc1cc(C(=O)Nc2ncccn2)cc(OCC)c1OCC	-1	-0.2	?	-0.9	0.4	0	-1.6	1.1	-6
27	CN(C)CCC(Oc1ccccc1OCc1ccccc1)c1ccccc1 (stereo unspecified)	2	nt	-4	-0.5	0.4	-6	-0.8	0.5	11
28	Cc1nnc(Sc2nc3c(c(=O)[nH]c(=O)n3C)n2Cc2ccccc2)s1	0	-1.1	-9	0.2	0.3	-9	-2.7	-0.4	3
29	COC(=O)C1C(=O)NC(SC)=C(C#N)C1c1ccccc1F (stereo unspecified)	-1	nt	-2	-0.5	0.1	-3	-3.1	2.5	18
30	COc1ccc(NC(=O)C2C3C=CC4(O3)C2C(=O)N(CCCN2CCCC(C)C2)C4C(=O)NC2CCCCC2)cc1 (stereo unspecified)	-2	-0.3	-8	-0.2	-1.5	-4	-3.4	3.4	3

# The listing continues.
no.	compound	Mtb FBA inh	Mtb BioA inh	BoNT F protease	PfHsp40 yeast	BoNT A protease	Anthrax LF inh2	FadD28 binding	Mtb UGM inh	GDH-TPI inh
31	COc1ccc(C2/C(=C(\O)c3ccc4c(c3)OCCO4)C(=O)C(=O)N2Cc2cccnc2)cc1 (stereo unspecified)	2	-0.5	3	-0.9	-0.3	0	-0.5	-2.1	28
32	CS(=O)(=O)Nc1ccc(OCc2ccccc2)cc1	-1	-2.7	-5	0.5	-3.0	0	-1.5	-3.3	10
33	CCc1cc(Cn2nc(-c3ccccc3)cc2C(=O)NCCOC)on1	2	2.3	2	1.3	-0.8	-6	-0.9	2.3	5
34	COc1cc(CO)cc(Br)c1OCC(=O)O	7	1.0	-4	-0.6	0.4	-8	0.0	-0.8	3
35	C=CC(=O)NCNC(=O)C=C	4	-0.6	-6	1.5	1.1	5	-1.4	0.5	8
36	CC(=O)c1c(C)[nH]c(C(=O)COC(=O)c2cccnc2Cl)c1C	0	38	-5	0.1	-0.1	3	-1.3	1.9	6
37	Cn1c(=NC(=O)CSCC(=O)N2CCCC2)sc2ccccc21	3	nt	9	-0.3	0.6	1	-1.0	3.5	12
38	COc1ccccc1C(=O)c1c(C)c(CCC#N)n2ccccc12	0	1.2	?	-1.4	-4.3	-10	-2.8	0.7	13
39	N#Cc1nc(-c2ccco2)oc1N1CCC(C(N)=O)CC1	124*	1.2	-2	0.1	0.5	13	-3.0	-1.8	10
40	CCC(C(=O)NC1CCCCC1)N(Cc1cccs1)C(=O)CCC(=O)Nc1cc(C)on1 (stereo unspecified)	2	-0.7	-2	0.7	-0.7	-1	-0.7	3.1	-10
41	O=C(CCN1C(=O)c2ccccc2C1=O)Nc1cccc(S(=O)(=O)NC2=NCCC2)c1	-1	nt	-2	-0.4	-0.7	0	-2.2	0.2	-1
42	CC(C)(C)S(=O)(=O)N1C[C@H]2CC/C=C\C/C(c3ccccc3)=C\2[C@@H]1CCO	-3	-0.2	-4	0.2	-0.4	0	-2.3	nt	4
43	c1ccc2c(c1)NC(c1ccncc1)n1c-2nc2ccccc21 (stereo unspecified)	56*	-1.1	-12	0.0	-0.6	-2	-1.2	-1.9	11
44	CC(=O)c1c(C)[nH]c(C(=O)COC(=O)c2nccnc2N)c1C	157*	-1.1	2	-0.4	3.4	0	-3.3	-1.3	10
45	C[C@@H]1CN([C@@H](C)CO)S(=O)(=O)c2ccc(Br)cc2O[C@H]1CN(C)C(=O)C1CCOCC1	4	0.4	-4	nt	-0.2	-8	-0.5	nt	7
46	CN(Cc1cnn(C)c1)Cc1nc(-c2ccc(Cl)cc2)no1	6	0.6	-9	-1.4	-0.3	-6	-4.3	0.4	-5
47	CC(NC(=O)COC(=O)COc1cccc2c1OC(C)(C)C2)c1ccccc1 (stereo unspecified)	2	-1.0	8	1.2	0.9	-3	-5.0	-0.9	-4
48	C/C(=N/NC(=O)CNC(=O)c1cccnc1)c1ccc(Cl)cc1	4	4.7	-9	-0.1	0.7	2	0.3	0.7	0
49	COc1ccc(C2C(C(=O)N3CCCC3)CC(=O)N2c2ccc(OC)cc2)cc1 (stereo unspecified)	0	1.2	8	-1.8	-0.1	-2	-2.4	0.7	-3
50	CCOC(=O)c1sc(Nc2ccc(OCC)cc2)nc1C	1	nt	-5	-0.1	-0.3	-4	-1.4	1.6	6
51	CCc1nc2ccc(C(=O)N3CCN(S(=O)(=O)CC)CC3)cn2c1N(CC)Cc1cccc(Br)c1	2	0.6	-2	nt	0.0	-8	-0.5	nt	0
52	COc1ccc(C(=O)NCC2CCCO2)cc1S(=O)(=O)N1CCCc2ccccc21 (stereo unspecified)	1	nt	-5	-0.4	-0.1	-1	0.5	0.9	1
53	CC(=O)NC(CC(=O)OCC(=O)N1CCc2ccccc21)c1ccccc1 (stereo unspecified)	-1	0.0	-11	1.9	-2.3	2	-2.0	-3.7	-8
54	Cc1occc1C(=O)NNC(=O)c1cccc(F)c1	1	nt	-7	-1.7	-1.5	1	-1.8	-3.1	-5
55	CC(=O)c1ccc(S(=O)(=O)Nc2ccc(C(=O)N3CCC3)cc2)cc1	1	nt	40*	nt	-1.6	0	-2.2	nt	-6
56	COC(=O)CN1C(=O)N/C(=C/c2ccc(OC)c(C)c2OC)C1=O	-1	nt	-3	1.6	-0.7	-4	0.3	2.0	23
57	Cc1ccc(C(=O)OCC(=O)NC2CCCC(C)C2C)s1 (stereo unspecified)	-2	-0.6	0	nt	0.0	2	-2.9	nt	-7
58	CN(C(=O)c1ccc(S(=O)(=O)N2CCCC2)cc1)C1CCCCC1	2	-1.0	8	0.6	-0.3	5	-1.1	-0.8	-3
59	COc1ccccc1NC(=O)CNC(=O)c1ccc([N+](=O)[O-])cc1	3	-1.3	-7	0.1	-0.8	3	-1.6	1.4	12
60	CS(=O)(=O)c1cnc2c(S(=O)(=O)c3ccccc3)cnn2c1N	0	-0.2	-1	-1.0	-0.7	-4	0.4	-1.9	1

# Carrying on:
no.	compound	Mtb FBA inh	Mtb BioA inh	BoNT F protease	PfHsp40 yeast	BoNT A protease	Anthrax LF inh2	FadD28 binding	Mtb UGM inh	GDH-TPI inh
61	O=C(CSC1=Nc2ccccc2C2=NC(c3ccccc3)C(=O)N12)NCC1CCCO1 (stereo unspecified)	14	2.7	-25	-2.2	-1.4	-4	-0.1	0.5	9
62	CCn1c(CC(=O)Nc2ccc(Cl)c(Cl)c2)nnc1SCc1ccc(C)cc1	0	-1.7	-2	-0.6	0.9	2	-3.4	-3.6	0
63	O=C(Nc1cccc([N+](=O)[O-])c1)c1ccc2snnc2c1	-2	3.0	2	-0.7	-3.8	-2	-3.0	0.7	-8
64	O=C(O)c1ccccc1NS(=O)(=O)c1ccc(NN=Cc2ccccc2F)c([N+](=O)[O-])c1	-1	3.8	2	1.1	0.0	-4	4.6	1.6	32*
65	CS(=O)(=O)Nc1ccc(-c2cn3c(n2)SCC3)cc1	0	0.7	-18	0.6	-2.7	2	1.6	3.2	10
66	C=CCn1c(O)c(C(C)=NCCc2ccccc2)c(=O)[nH]c1=O	1	0.0	15	1.6	14	-16	-3.5	-0.4	-10
67	Cc1c(Br)cnn1C(C)C(=O)N1CCN(c2ccc(F)cc2)CC1 (stereo unspecified)	2	10.0	1	1.1	0.1	-4	-1.9	0.3	-7
68	C/C=C/C(=O)N1c2ccc(C)cc2C(C)=CC1(C)C	3	-0.7	-8	-0.2	0.1	0	-2.3	-3.8	25
69	CCOC(=O)c1cnc(-n2nc(C)cc2C)nc1Oc1ccc(C(=O)OC)cc1	2	-1.2	5	nt	-0.5	-3	-0.9	-5.3	-4

# Filtered by structure: the entries above with an NH in an aromatic ring.
no.	compound	Mtb FBA inh	Mtb BioA inh	BoNT F protease	PfHsp40 yeast	BoNT A protease	Anthrax LF inh2	FadD28 binding	Mtb UGM inh	GDH-TPI inh
28	Cc1nnc(Sc2nc3c(c(=O)[nH]c(=O)n3C)n2Cc2ccccc2)s1	0	-1.1	-9	0.2	0.3	-9	-2.7	-0.4	3
36	CC(=O)c1c(C)[nH]c(C(=O)COC(=O)c2cccnc2Cl)c1C	0	38	-5	0.1	-0.1	3	-1.3	1.9	6
44	CC(=O)c1c(C)[nH]c(C(=O)COC(=O)c2nccnc2N)c1C	157*	-1.1	2	-0.4	3.4	0	-3.3	-1.3	10
66	C=CCn1c(O)c(C(C)=NCCc2ccccc2)c(=O)[nH]c1=O	1	0.0	15	1.6	14	-16	-3.5	-0.4	-10

# The order is random; any-hit rate near 4.7%.
